From PubChem
KOR antag MB = OPRK1 (human) antagonism, Maybridge screen | P41145 | OPRK1 cells, antagonist mode, fluorescence readout | inhibition, % at 9 µM | 16,000 compounds, 0.4% hits | AID 652031; in the data active = inhibition above about 50%
Luminol counter = counter-screen for Nox1 inhibitors: inhibitors of luminol chemiluminescence. HRP/luminol/H2O2 chemiluminescence counterscreen. inhibition, % at 6.7 µM. 16,000 compounds, 0.4% hits. AID 1823; note: reference of the scale not given here
NOTCH agonist = agonists of NOTCH signaling | NOTCH signaling luciferase reporter cells, luminescence | AID 434982 | activation, % at 2.5 µM | 15,000 compounds, 0.4% hits; in the data active = activation above about 2.2%
S1P1 agonist = activates the human S1P1 receptor | activation, % at 4.5 µM | 16,000 compounds, 1.5% hits | P21453 | S1P1 agonist cell-based reporter assay; in the data active = activation above about 80%
Target sequence (P21453 whole entry, looked up): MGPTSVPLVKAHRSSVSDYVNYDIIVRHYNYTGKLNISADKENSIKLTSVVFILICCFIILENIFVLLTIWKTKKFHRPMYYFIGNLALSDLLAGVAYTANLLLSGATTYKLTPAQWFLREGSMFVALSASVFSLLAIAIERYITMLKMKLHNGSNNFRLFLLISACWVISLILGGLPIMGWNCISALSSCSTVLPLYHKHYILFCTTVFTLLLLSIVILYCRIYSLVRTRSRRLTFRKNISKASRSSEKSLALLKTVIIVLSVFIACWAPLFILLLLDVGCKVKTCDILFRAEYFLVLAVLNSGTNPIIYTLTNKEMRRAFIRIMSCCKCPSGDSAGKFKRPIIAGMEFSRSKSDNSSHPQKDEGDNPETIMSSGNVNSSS
PME-1 Maybridge = PME-1 (human) inhibition, Maybridge primary screen. Q9Y570. inhibition, % at 9 µM. 16,000 compounds, 0.5% hits. AID 2291. recombinant PME-1, FP-Rh probe fluorescence polarization; in the data active = inhibition above about 30%
TLR4 MyD88 blk = blocks binding of human TLR4 to MyD88 | O00206 | Cell-based TLR4-MyD88 binding inhibition assay | inhibition, % at 10 µM | 16,000 compounds, 0.06% hits | AID 811; in the data active = inhibition above about 45%
Nox1 inh = inhibitors of human NADPH oxidase 1 (Nox1); Q9Y5S8; HT29 cells, luminol chemiluminescence ROS; inhibition, % at 6.7 µM; 16,000 compounds, 0.81% hits; AID 1792
Target sequence (Q9Y5S8 whole entry, looked up): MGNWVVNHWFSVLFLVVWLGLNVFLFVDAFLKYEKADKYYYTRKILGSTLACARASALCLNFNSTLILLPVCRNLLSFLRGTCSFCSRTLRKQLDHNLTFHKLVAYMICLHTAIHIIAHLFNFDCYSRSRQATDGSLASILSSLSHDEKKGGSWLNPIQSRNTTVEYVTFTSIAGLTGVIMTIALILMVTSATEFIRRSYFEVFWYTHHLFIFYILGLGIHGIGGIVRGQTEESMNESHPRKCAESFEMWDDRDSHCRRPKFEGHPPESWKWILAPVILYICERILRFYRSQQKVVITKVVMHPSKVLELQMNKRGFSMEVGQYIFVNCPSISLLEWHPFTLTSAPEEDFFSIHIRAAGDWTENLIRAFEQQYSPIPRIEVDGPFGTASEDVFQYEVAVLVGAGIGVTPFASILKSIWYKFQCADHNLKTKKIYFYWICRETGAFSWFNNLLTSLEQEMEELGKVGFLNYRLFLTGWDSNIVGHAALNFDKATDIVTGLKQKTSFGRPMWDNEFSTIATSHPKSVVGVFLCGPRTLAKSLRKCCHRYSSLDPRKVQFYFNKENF
rat GALR2 ag = GALR2 (rat) receptor agonism | O08726 | cell-based GALR2 agonist screen | activation, % at 10 µM | 16,000 compounds, 0.5% hits | AID 833; in the data active = activation above about 15%
Active calls of the source: *; nt = no result given. Cut-off read from the data, not from the text of the source, unless noted: active = inhibition above about 75%; inactive = the rest.

entry	compound	KOR antag MB	Luminol counter	NOTCH agonist	S1P1 agonist	PME-1 Maybridge	TLR4 MyD88 blk	Nox1 inh	rat GALR2 ag
1	CSc1nc2ccc(NC(=O)NC(=O)c3ccccc3[N+](=O)[O-])cc2s1	7	-13	-0.4	-6	-4	5	-52	-2
2	Cc1noc(C)c1-c1nc(COc2ccc(/C=C(/C#N)S(C)(=O)=O)cc2)no1	-9	-2	-0.1	9	4	-1	-56	-3
3	O=C(Oc1ccccc1)c1csc(-c2cccnc2)n1	14	-15	0.4	-7	3	-1	27	-6
4	Cc1onc(-c2ccccc2)c1CNS(=O)(=O)c1ccc(N2CCOCC2)nc1	-14	-1	-0.2	-1	6	0	-70	-4
5	N#C/C(=C\c1ccc(-c2ccc(C(F)(F)F)cc2[N+](=O)[O-])o1)S(=O)(=O)c1ccccc1	28	4	0.2	30	2	15	10	-9
6	NC(=O)C(=Cc1ccco1)C(N)=O	-11	4	0.8	6	-2	-5	-19	-5
7	COc1cc(NC(=S)N2CCOCC2)c(OC)cc1Cl	1	-1	0.1	-8	0	-1	-26	-9
8	O=C(NCc1cccnc1)C(=O)Nc1ccccc1Oc1ccc(Cl)cc1Cl	-27	0	-0.6	-3	2	2	-43	3
9	O=C(CCn1cccc(C(F)(F)F)c1=O)Nc1ccc(Cl)cc1	-2	1	-0.5	-18	5	-2	14	-4
10	CC(C)(CC(=O)Nc1cccnc1)Sc1ccc(Cl)cc1	4	1	-0.3	14	-6	-2	-42	-7
11	CCOC(=O)/C=C(\C)Nc1ccc(OC)cc1	10	-2	-0.4	-5	1	-7	-34	-6
12	CSc1nccc(-c2ccc(S(=O)(=O)Nc3cc(C(F)(F)F)cc(C(F)(F)F)c3)s2)n1	15	0	0.3	88*	-3	-7	-11	-5
13	CC(=O)c1cc([N+](=O)[O-])ccc1Sc1ccccn1	-4	2	-0.2	-8	1	5	-30	-7
14	O=S(=O)(NCc1csc(-c2cccs2)n1)c1ccc(-c2ccon2)s1	-12	3	-0.5	11	-1	0	-49	-5
15	COc1ccc(SCCc2nnc(SCC(=O)Nc3ccc(F)cc3)n2C2CC2)cc1	8	-4	-0.1	-4	5	-4	-31	-3
16	CC(=O)n1cc(-c2nsc(Nc3ccccc3)n2)c(C)n1	8	4	0.0	-7	-4	-4	-69	-8
17	CCOC(=O)C(=CNNc1ccccc1)C(=O)OCC	0	6	-0.7	15	0	-8	-19	0
18	O=C(NCc1ccsc1)C1CCCCN1 (stereo not given)	-6	-2	-0.6	3	1	6	-61	-5
19	S=c1[nH]c2cc(Cl)ccc2o1	-102	9	-0.8	3	7	-6	-5	3
20	O=C(C1=NOC2(C(=O)c3ccccc3C2=O)C1c1ccccc1)c1cccs1 (stereo not given)	-2	0	-0.5	-8	1	2	-41	-5

By substructure, those above with a Cl atom.
entry	compound	KOR antag MB	Luminol counter	NOTCH agonist	S1P1 agonist	PME-1 Maybridge	TLR4 MyD88 blk	Nox1 inh	rat GALR2 ag
7	COc1cc(NC(=S)N2CCOCC2)c(OC)cc1Cl	1	-1	0.1	-8	0	-1	-26	-9
8	O=C(NCc1cccnc1)C(=O)Nc1ccccc1Oc1ccc(Cl)cc1Cl	-27	0	-0.6	-3	2	2	-43	3
9	O=C(CCn1cccc(C(F)(F)F)c1=O)Nc1ccc(Cl)cc1	-2	1	-0.5	-18	5	-2	14	-4
10	CC(C)(CC(=O)Nc1cccnc1)Sc1ccc(Cl)cc1	4	1	-0.3	14	-6	-2	-42	-7
19	S=c1[nH]c2cc(Cl)ccc2o1	-102	9	-0.8	3	7	-6	-5	3

Additional compounds follow:
entry	compound	KOR antag MB	Luminol counter	NOTCH agonist	S1P1 agonist	PME-1 Maybridge	TLR4 MyD88 blk	Nox1 inh	rat GALR2 ag
21	O=[N+]([O-])c1cc(S(=O)(=O)N2CCc3ccccc3C2)ccc1N1CCc2ccccc2C1	5	-1	-0.6	-2	-1	-10	-13	-9
22	Cc1nc(C#N)c(C#N)nc1C	2	-6	-0.1	-12	5	-1	-14	-6
23	COc1ccc(Cl)cc1NC(=O)/C=C/C(=O)O	22	-4	-0.3	6	6	2	15	-4
24	O=C1NC(c2cccc([N+](=O)[O-])c2)Nc2ccccc21 (stereo not given)	3	-2	0.0	-20	2	5	-30	-1
25	CCOC(=O)c1nn(-c2ccc(C)cc2)cc1C#N	-9	0	-0.8	-7	9	8	-28	2
26	CCOC(=O)N1CCc2c(sc3[nH]c(=O)n(-c4ccc(Cl)c(Cl)c4)c(=O)c23)C1	-10	-2	0.9	15	4	0	-21	-7
27	O=C(Nc1ccccc1Sc1ncc([N+](=O)[O-])s1)c1cccc(C(F)(F)F)c1	19	6	-1.3	3	-2	11	-11	3
28	O=c1oc(-c2cccs2)nc2c(Br)cc(Br)cc12	9	2	-0.1	-30	0	-1	-51	2
29	Clc1ccc(C2=NN(Cc3ccccc3)CC2)s1	21	1	0.3	-1	2	nt	-25	-2
30	O=S(=O)(CCN1CCN(c2ccccn2)CC1)c1ccc(F)cc1	-5	2	-0.1	-13	-1	4	-50	-5
31	O=C(N/C(=C\c1ccc(-c2ccc([N+](=O)[O-])cc2)o1)c1nc2ccccc2[nH]1)c1ccccc1	113*	14	-0.7	68	-10	50*	-34	-17
32	Cc1ccc(NC(=O)NN(C)C)cc1NC(=O)NN(C)C	-8	4	nt	17	-2	5	-23	-7
33	CCOC(=O)C(C#N)Cc1c(C)c(C)c(C)c(C)c1C (stereo not given)	-2	-1	-0.6	2	6	-6	8	-8
34	COc1ccc(-c2[nH]ncc2CN2CCN(c3ccccn3)CC2)cc1	-3	-1	-0.2	5	0	0	-36	-7
35	O=C(CSC1=NCCc2ccccc21)Nc1ccc(F)cc1F	-6	3	nt	-14	-1	-2	0	-9
36	Fc1cccc(NC(=S)Nc2ccc3ccccc3c2)c1	-6	-1	-0.6	-13	5	-6	-22	-7
37	Cc1nc(-c2cccs2)sc1NC(=O)Nc1ccc(Cl)cc1	1	-1	-1.1	-58	-2	-95	-8	-8
38	N/C(=N\OC(=O)c1cccc(C(F)(F)F)c1)c1cnccn1	3	0	-0.9	9	3	-3	-22	3
39	COc1cc(C(F)(F)F)c(C(=O)NC2(O)C(=O)c3ccccc3C2=O)cn1	8	7	-0.1	5	10	11	-15	-6
40	CCNc1cc(N)[n+](CC)c2n[nH]c(/N=C/C=C/c3ccccc3)c12	-14	52	-0.6	-3	2	9	-40	-5

Some entries already given, limited to PME-1 Maybridge.
item | Molecule | PME-1 Maybridge
38 | N/C(=N\OC(=O)c1cccc(C(F)(F)F)c1)c1cnccn1 | 3
39 | COc1cc(C(F)(F)F)c(C(=O)NC2(O)C(=O)c3ccccc3C2=O)cn1 | 10

(cont.)
entry	compound	KOR antag MB	Luminol counter	NOTCH agonist	S1P1 agonist	PME-1 Maybridge	TLR4 MyD88 blk	Nox1 inh	rat GALR2 ag
41	Cc1onc(-c2c(F)cccc2Cl)c1/C(N)=N/O	21	-6	-0.4	6	7	-11	1	-9
42	COC(=O)C1CCc2ccccc2N1 (stereo not given)	-1	1	-0.5	6	3	2	-28	-1
43	CCOC(=O)c1cc(Sc2n[nH]c(-c3ccccc3)n2)cc(C(=O)OCC)n1	12	-2	-0.5	-3	2	18	2	-3
44	CC(=O)Nc1cc([N+](=O)[O-])ccc1Sc1ccccc1N	9	-6	0.9	1	7	-10	12	-7
45	CCOC(=O)c1[nH]c2cc(Cl)cc(Cl)c2c1CCC(=O)O	-1	-1	-0.1	-6	2	1	-19	-5
46	O=C(O)/C=C/C(=O)Nc1ccc(OCc2ccccc2)cc1	17	-43	0.1	-4	4	-8	38	-6
47	O=c1[nH]ccn(-c2cccc(C(F)(F)F)c2)c1=O	-6	2	0.0	1	5	-1	-6	-5
48	CC1(C)C2CCC(C2)C1(C)NC(=S)NCC1CCCO1 (stereo not given)	-12	1	-0.1	-3	0	7	-78	-6
49	O=C(Nc1ccc(Cl)cc1Cl)c1cc([N+](=O)[O-])cc2c1-c1ccc([N+](=O)[O-])cc1C2=O	53*	-2	0.2	22	1	-4	101*	-11
50	O=C(Nc1ccccc1)Nc1ccc2nnsc2c1	17	-4	-1.6	14	-22	-4	45	-6
51	CC(C)CC(C)(SCC(=O)O)SCC(=O)O	0	-5	-4.9	-15	5	4	-3	-4
52	CC(C)C(=O)Nc1nc(NC(=O)C(C)C)nc(-c2ccccc2C(F)(F)F)n1	7	-2	0.1	-8	0	9	-13	-4
53	Cc1cc(C)nc(NS(=O)(=O)c2ccc(N3C(=O)C4=C(SCCS4)C3=O)cc2)n1	-11	-3	0.4	-12	3	-10	5	-4
54	COC1(OC)C2(Cl)C(Cl)=C(Cl)C1(Cl)[C@H]1[C@@H]2[C@@H](O)C=C[C@H]1O	8	-2	-0.6	5	3	2	-4	-7
55	O=[N+]([O-])c1ccc(NN=C(C2CC2)C2CC2)c([N+](=O)[O-])c1	6	9	-0.2	7	1	-28	-16	-2
56	Cc1c(C(=O)NCCCN2CCOCC2)cc(C(C)(C)C)n1-c1ccccc1	33	-7	-0.9	-16	7	-8	-11	-6
57	O=C(O)C1=C(C(=O)Nc2ccccc2)SCCS1	8	-5	-0.9	-12	5	-8	2	-7
58	COC(=O)Cc1nc(NC(=O)c2cccs2)sc1C	9	-5	-0.5	10	9	nt	14	1
59	Cc1c(C(=S)Nc2ccccc2)sc2ccccc12	-6	8	-0.6	17	-17	-3	-15	-9
60	COCCCNC(=S)Nc1cc(C)ccc1NS(=O)(=O)c1ccc(C)cc1	3	-7	-0.8	-4	4	-8	32	-3
61	Cc1noc(-c2ccc(Cl)cc2)c1NC(=O)NN1CCCCC1	-14	-1	-0.3	-10	2	1	-61	-4
62	CCCCNC(=O)O/N=C/c1csc([N+](=O)[O-])c1	17	0	-0.2	11	1	-2	-23	-5
63	O=c1[nH][nH]c(=O)n1CCCc1cc2cccc3ccc4cccc1c4c32	9	7	-0.1	20	10	-11	71	-6
64	COc1ccccc1-c1nc(=S)c(C(C)=O)c(C)[nH]1	-4	32	-0.2	9	6	8	13	-3
65	Cc1cc(=O)oc2cc(OS(=O)(=O)c3cc(C(F)(F)F)cc(C(F)(F)F)c3)c(Cl)cc12	-29	2	0.5	-6	1	-1	-23	-9
66	O=[N+]([O-])c1cccnc1NCc1cccnc1	-15	2	nt	0	1	3	-22	-7
67	CCOC(=O)c1sc(SCc2ccc(Cl)cc2)nc1C	1	-3	-0.5	77	0	4	-9	-8
68	CC(C)c1cc(O)c(-c2ccccc2)c(=O)n1-c1ccc(Cl)cc1	0	-5	-0.2	-15	2	-1	-18	-8
69	C#CC(CC)(CC)N=Cc1cc(Br)ccc1OCC	-5	2	nt	123*	-5	16	-20	-6
70	CC(=O)N/C(=C\C=C\c1ccccc1)C(=O)O	8	-6	0.4	-11	2	-15	-2	-1

Compounds from the list above containing a furan ring, fused or not:
entry	compound	KOR antag MB	Luminol counter	NOTCH agonist	S1P1 agonist	PME-1 Maybridge	TLR4 MyD88 blk	Nox1 inh	rat GALR2 ag
5	N#C/C(=C\c1ccc(-c2ccc(C(F)(F)F)cc2[N+](=O)[O-])o1)S(=O)(=O)c1ccccc1	28	4	0.2	30	2	15	10	-9
6	NC(=O)C(=Cc1ccco1)C(N)=O	-11	4	0.8	6	-2	-5	-19	-5
31	O=C(N/C(=C\c1ccc(-c2ccc([N+](=O)[O-])cc2)o1)c1nc2ccccc2[nH]1)c1ccccc1	113*	14	-0.7	68	-10	50*	-34	-17
